Source: PubChem (National Center for Advancing Translational Sciences (NCATS))
GALK inhibitor: blocks human galactokinase activity; P51570; Purified GALK, Kinase-Glo residual ATP luminescence; Potency, µM (highest dose often 57.5 µM), for inactives: at the top dose activity change, negative = inhibition, hits mostly inhibitors; 270,000 tested, 0.007% active; AID 1868; also: potency is read from the fitted curve at half-maximal effect; % is scaled to controls: 0 for no effect and ±100 for the full control effect
Target sequence (P51570 whole entry, looked up): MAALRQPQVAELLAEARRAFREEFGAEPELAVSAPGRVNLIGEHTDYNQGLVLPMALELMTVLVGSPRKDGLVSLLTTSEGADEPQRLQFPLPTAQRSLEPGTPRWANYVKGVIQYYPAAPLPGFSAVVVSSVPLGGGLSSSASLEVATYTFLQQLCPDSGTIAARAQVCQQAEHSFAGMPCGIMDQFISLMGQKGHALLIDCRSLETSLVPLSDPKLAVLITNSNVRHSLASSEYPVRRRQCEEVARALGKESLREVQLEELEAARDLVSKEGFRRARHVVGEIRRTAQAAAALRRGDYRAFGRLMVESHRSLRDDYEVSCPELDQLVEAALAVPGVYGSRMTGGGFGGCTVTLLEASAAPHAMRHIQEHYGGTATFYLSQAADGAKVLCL
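5 nM enzyme, 35 uM ATP, 100 uM galactose, 20 mM HEPES pH8.0, 5 mM MgCl2; 1 h RT; residual ATP by Kinase-Glo Plus luminescence, qHTS format.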
MLL CXXC-DNA inh: MLL CXXC-DNA interaction inhibition; Q03164; 290,000 tested, 0.037% active; MLL-CXXC / FITC-HOXA9 DNA fluorescence polarization; Potency, µM (series often up to 115 µM), for inactives: at the top dose activity change, negative = inhibition, most hits filed as inhibitors; active = well fitted inhibition curve with a large enough effect in the polarisation, with a control signal flat, not every such curve was filed as active; inconclusive = small, poorly fitted or top-dose-only effect, or effect the other way, or a change in a side signal; inactive = no such curve, though single readings can be large or run the other way; the % refers to the polarisation; also: potency is read from the fitted curve at half-maximal effect
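Purified MLL-CXXC (added from a 7 uM solution) was preincubated 5 min at ambient with pinned compounds in 50 mM Tris-HCl pH 7.5, 50 mM NaCl, 1 mM DTT, 0.05% BSA. Fluorescein-labeled HOX-A9 DNA (50 nM solution) followed, 30 min, then polarization read.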
PKM2 act: increases activity of human pyruvate kinase M2 | P14618 | purified PKM2, Kinase-Glo ATP luminescence, activation; response scale: 0% is enzyme alone, no compound | Potency, µM (titrated, usually from 57.5 µM), inactives show top-dose activation, hits mostly activators | 260,000 tested, 0.34% active; also: potency is read from the fitted curve at half-maximal effect; % is scaled to controls: 0 for no effect and ±100 for the full control effect; nearly all actives have a fitted effect of over 55% in size
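hPK-M2, >95% pure; 0.1 mM ADP / 0.5 mM PEP final; imidazole pH7.2 buffer w/ 7 mM MgCl2, 50 mM KCl; 1 h RT; Kinase-Glo lum. Intermediate enzyme activity for dual inhibitor/activator qHTS.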
KCNH2 WT inh: blocks the wildtype human KCNH2 potassium channel. Q12809. U2OS, BacMam KCNH2, thallium flux FluxOr; active compounds read low. activity change, % at 1.84 µM. 340,000 tested, 0.37% active;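 active = maximum activity change below -70%; inconclusive = maximum activity change between -70% and -50%; inactive = maximum activity change above -50%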; also: % is scaled to controls: 0 for no effect and ±100 for the full control effect
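U2OS cells transduced with wild-type KCNH2 virus are loaded with FluxOr dye for 45 min, and thallium flux is measured in kinetic reads before and after stimulation buffer. Rate constants are normalized to DMSO controls.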
Giardia killer: Giardia lamblia killing; Giardia lamblia trophozoite viability; activity change, % at 7.66 µM, hits read low; 340,000 tested, 0.15% active; in the data active = activity change below about -80%; inconclusive = between about -30% and that limit;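 also: parasites exposed to compound for two days anaerobically before the ATP read; % is scaled to controls: 0 for no effect and ±100 for the full control effect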
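Luminescent ATP signal served as the viability read-out, measured 15-30 min after adding ATP detection reagent to trophozoites that had been incubated with compounds for 48 hrs at 37 deg C anaerobically at 100 cells/well.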
B2AR arrestin: agonists driving beta-arrestin recruitment to human beta2-adrenergic receptor. Potency, µM (series often up to 46.1 µM), without a hit: at the highest dose activation, usual class: activators. beta-arrestin recruitment to beta2AR, cell-based reporter. P07550. 330,000 tested, 0.02% active;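 also: potency is read from the fitted curve at half-maximal effect; 0% = DMSO controls and full agonism = EC100 isoproterenol or metaproterenol; nearly all actives have a fitted effect of over 65% in size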
USP2a inh: USP2a (human) protease inhibition; O75604; USP2 core, Ub-CHOP2 coupled fluorogenic reporter, 485/531; Potency, µM (doses to about 38.3 µM), for the others: at the top dose activity change, negative = inhibition, most hits filed as inhibitors; 330,000 tested, 0.01% active; AID 463254;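 also: potency is read from the fitted curve at half-maximal effect; plate controls were DMSO wells for no effect and full inhibition by NEM control for full effect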
Target sequence (O75604 whole entry, looked up): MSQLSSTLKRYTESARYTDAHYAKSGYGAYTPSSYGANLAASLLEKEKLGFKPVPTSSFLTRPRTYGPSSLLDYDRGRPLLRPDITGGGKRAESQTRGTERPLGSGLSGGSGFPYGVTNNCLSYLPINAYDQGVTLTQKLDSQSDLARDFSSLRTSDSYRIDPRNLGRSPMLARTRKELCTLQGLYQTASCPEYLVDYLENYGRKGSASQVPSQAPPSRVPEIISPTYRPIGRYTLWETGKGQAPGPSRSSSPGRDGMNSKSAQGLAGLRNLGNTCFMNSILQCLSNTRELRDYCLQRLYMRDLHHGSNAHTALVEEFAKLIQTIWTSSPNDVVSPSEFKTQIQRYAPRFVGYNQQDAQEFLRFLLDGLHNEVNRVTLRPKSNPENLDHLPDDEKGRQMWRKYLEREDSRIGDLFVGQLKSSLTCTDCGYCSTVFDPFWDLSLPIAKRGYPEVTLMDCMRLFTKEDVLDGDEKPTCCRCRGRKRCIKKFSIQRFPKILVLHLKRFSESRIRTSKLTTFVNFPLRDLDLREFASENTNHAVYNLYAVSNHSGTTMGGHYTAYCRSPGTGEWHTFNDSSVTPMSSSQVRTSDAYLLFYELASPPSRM
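Cell-free coupled assay: 10nM USP2 core preincubated 30min RT with compound in Tris-HCl pH 8.0/CaCl2/CHAPS buffer, then 25nM Ub-CHOP2 and 25nM reporter substrate; fluorescence (Ex 485/Em 531) read after 60min RT, normalized to NEM inhibition, concentration-response curves fitted.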
Menin MLL FP TR: menin-MLL binding inhibition, Texas Red mutant peptide | Potency, µM (titrated, usually from 61.6 µM), for the others: top-dose FP activity change, negative = inhibition, most hits filed as inhibitors | Menin + Texas Red MLL mutant peptide, fluorescence polarization | 270,000 tested, 0.23% active | O00255; active = well fitted inhibition curve with a large enough effect in the polarisation, with a control signal flat, not every such curve was filed as active; inconclusive = small, poorly fitted or top-dose-only effect, or effect the other way, or a change in a side signal; inactive = no such curve, though single readings can be large or run the other way; the % refers to the polarisation; also: potency is read from the fitted curve at half-maximal effect; % of control where 0% means no effect; many of its hits are not listed in these tables
KCNH2 3.1 inh: inhibitors of human KCNH2 3.1 potassium channel isoform; U2OS KCNH2 3.1, thallium flux FluxOr; active compounds read low; activity change, % (tested at about 1.8 µM); 340,000 tested, 0.95% active; AID 720553;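 active = maximum activity change below -70%; inconclusive = maximum activity change from -70% to -50%; inactive = maximum activity change above -50%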;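 also: thallium influx rate constant from kinetic fluorescence after stimulation buffer; % is scaled to controls: 0 for no effect and ±100 for the full control effect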
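Measured as rate of thallium-driven FluxOr signal in transduced U2OS cells carrying the 3.1 channel, read kinetically for 2 min upon stimulation; values are rate constants scaled to DMSO control wells.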
TRPV1 agonist: activates the human vanilloid receptor TRPV1; 320,000 tested, 0.19% active; activation, % at 8.33 µM; Q8NER1; TRPV1-expressing cells, Fluo-8 calcium influx, agonist mode; in the data active = activation above about 80%; inconclusive = between about 30% and that limit; also: 0% is about no effect
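Fluo-8 calcium influx in TRPV1-expressing cells, kinetic read (ex 480/em 520 nm). Compound added and read 3 min for agonist activity, followed by capsaicin at EC20 final and 2 min further read for enhancement.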
Coupling enz: counter-screen for Giardia aldolase inhibitors: coupling enzyme system | coupling enzyme system counterscreen, AmpLite Red fluorescence | activity change, negative = inhibition, % at 58.2 µM, hits read low | 290,000 tested, 0.67% active; in the data active = activity change below about -30%; also: % is scaled to controls: 0 for no effect and ±100 for the full control effect
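Compounds tested against the coupling enzymes alone at 57.5 uM final; readout was AmpLite Red fluorescence (525/598 nm) after 20 min at RT.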
* hit, by the source's call; i = inactive; ? = inconclusive; / = not tested or not shown; [ ] = remark or other dose. Unless noted, calls follow the shape of the dose curve; as a rule, active = well fitted curve in the direction sought with a large enough effect; inconclusive = small, poorly fitted or top-dose-only effect, or another doubt; inactive = no such curve, though single readings can be large; an effect the other way counts as inactive or inconclusive.

SMILES	GALK inhibitor	MLL CXXC-DNA inh	PKM2 act	KCNH2 WT inh	Giardia killer	B2AR arrestin	USP2a inh	Menin MLL FP TR	KCNH2 3.1 inh	TRPV1 agonist	Coupling enz
O=C(CSc1ncn[nH]1)c1ccc2c(c1)OCO2	-2%	-1%	-10%	-3	-4	-0.2%	2%	9%	-3	-9	3
COc1ccc(CCNC(=O)CCCN2C(=O)c3ccccc3C2=O)cc1OC	-4%	-11%	-13%	7	-3	0.2%	0%	/	8	/	-1
CC(=O)Nc1ccc(NC(=O)CSc2nnc(CNc3ccc(F)cc3)n2CC2CCCO2)cc1 (stereo not given)	9%	-19%	3%	2	2	0.2%	0%	-7%	-2	-1	2
c1ccc(SCCOCCn2cncn2)cc1	1%	-4%	2%	8	1	-0.1%	1%	15%	16	-1	0
NS(=O)(=O)c1ccc(NC(=S)N2CCN(c3ccccc3Cl)CC2)cc1	0%	10%	1%	4	12	-0.4%	2%	18%	-6	10	2
CCOC(=O)c1ccc(NC(=O)CSc2nc(=O)n(CCN3CCOCC3)c3c2CCC3)cc1	/	/	/	6	12	-2.1%	-1%	/	6	-2	/
CCOC(=O)N1CCN(c2c(N3CCN(c4ccccn4)CC3)c(=O)c2=O)CC1	2%	-5%	0%	40	16	-0.1%	0%	-4%	-5	1	3
CC1CCCN(S(=O)(=O)c2ccc(Br)s2)C1 (stereo not given)	/	3%	-5%	1	11	7.9%	1%	0%	-6	9	2
O=C(COC(=O)/C=C/c1ccc(F)cc1)Nc1cc(C(F)(F)F)ccc1N1CCOCC1	-1%	42%[activator]	1%	i	34[activator]	-1.0%	3%	3%	5	6	-2
Brc1cc2c(cc1COc1ccc(-c3nn[nH]n3)cc1)OCO2	-1%	-4%	-16%	3	-15	-0.2%	-6%	2%	4	3	-4
Cc1ccc(NC(=O)COC(=O)Cn2nc(-c3ccc(F)cc3)oc2=O)cc1C	/	/	/	-14	-1	0.1%	0%	/	-5	/	/
CCOP(=O)(Cc1ccc(C(C)(C)CC(C)=O)o1)OCC	3%	8%	1%	-3	-3	-0.5%	4%	/	7	2	7
CC(C)C(=O)NNS(=O)(=O)c1ccccc1	-2%	-7%	2%	6	3	0.1%	-2%	6%	-11	-1	1
COCCCNC(=S)N(Cc1ccccc1)Cc1nc2ccccc2c(=O)[nH]1	/	7%	6%	-17	-5	-0.7%	3%	-2%	-8	3	-1
COCCCNC(=O)CN1C(=O)COc2ccc(S(=O)(=O)N3CCCCCC3)cc21	-1%	0%	/	-8	10	6.5%	-2%	/	-1	5	/
CCOC(=O)c1c(C)[nH]c(C(=O)OC(C)C(=O)NCc2ccccc2)c1C (stereo not given)	/	/	/	-5	7	-0.4%	-2%	/	19	-2	/
N/C(Cc1ccc(Cl)cc1)=N\OC(=O)c1cccc2ccccc12	-3%	3%	11%	9	7	-0.2%	1%	40%[activator]	-3	0	2
C(=N\NC(=Nc1ccccc1)c1ccccn1)/c1ccccn1	1%	7%	-8%	2	7	2.9%	2%	1%	6	-1	1
CCOC(=O)C1CCN(S(=O)(=O)c2cc(C(=O)OC)n(C)c2)CC1	/	3%	-3%	-3	-21	-2.3%	1%	15%	20	-4	0
Cc1cc(=O)n2nc(N3CCCC(C(=O)NCc4ccc5c(c4)OCO5)C3)sc2n1 (stereo not given)	0%	11%	-1%	4	-4	-0.3%	3%	-6%	-1	-2	1
NC(=O)c1c(NC(=O)c2cnccn2)sc2c1CCCC2	1%	5%	-4%	0	22	0.1%	1%	4%	-1	7	-2
COC(=O)c1ccc(Cl)c(NS(=O)(=O)c2ccc3c(c2)OCCO3)c1	-6%	-1%	6%	10	-6	-0.1%	1%	15%	1	-2	8
NS(=O)(=O)c1ccc(CCNC(=O)CN2CCN(Cc3cccc4ccccc34)CC2)cc1	1%	0%	/	1	10	-1.1%	-1%	-3%	-4	2	2
CN(C)c1ccc(C(=O)c2ccc(N(C)C)c(N)c2)cc1N	3%	-3%	-4%	2	-1	0.3%	2%	-4%	-14	?	-1
COCCCNC(=O)Cn1cc(/C=C(\C#N)C(=O)NC2CC2)c2ccccc21	1%	-8%	1%[11.5 µM]	-11	8	-0.6%	0%	9%	2	0	-2

New compounds follow.
SMILES	GALK inhibitor	MLL CXXC-DNA inh	PKM2 act	KCNH2 WT inh	Giardia killer	B2AR arrestin	USP2a inh	Menin MLL FP TR	KCNH2 3.1 inh	TRPV1 agonist	Coupling enz
CC1=NN(c2cccc(C(=O)O)c2)C(=O)/C1=C\C=C/c1ccccc1	-18%	?	8%	-2	-4	5.5%	2%	?	9	2	-3
COCCCN(Cc1cccs1)S(=O)(=O)c1c[nH]c(C(=O)OC)c1	-1%	32%[activator]	/	-4	-14	0.4%	1%	-2%	5	3	2
CC1CCCN(C(=O)CCS(=O)(=O)c2ccc3c(c2)NC(=O)C(C)S3)C1 (stereo not given)	-1%	20%	-1%	10	11	0.2%	1%	-8%	7	19	1
COc1ccc(-n2c(=O)/c(=C\c3cccs3)s/c2=C(/C#N)C(=O)N2CCN(C)CC2)cc1	0%	4%	-2%	-10	-15	-0.8%	4%	1%	18	4	2
Cc1ccc(-n2c(=O)[nH]cc(C(=O)N3CCc4ccccc43)c2=O)cc1C	-3%	0%	4%	-10	-17	0.5%	2%	-16%	8	-1	-1
O=C(NCc1ccco1)C(=O)NCC1OCCN1S(=O)(=O)c1ccccc1 (stereo not given)	/	18%	0%	-14	15	1.8%	0%	1%	25	-1	-1
COc1ccc(C(=O)Nc2ccc(N3CCN(C)CC3)cc2)cc1OC	2%	-5%	-22%	-1	0	-1.0%	1%	3%	2	-4	6
C/C(N)=C(/C#N)C(=O)COC(=O)CC12CC3CC(CC(C3)C1)C2	-1%	-4%	-1%	-1	-4	-0.1%	4%	-1%	-12	?	1
COc1ccccc1N=c1oc2cc(O)ccc2cc1C(=O)NCC1CCCO1 (stereo not given)	2%	?	-3%	-1	-1	-0.3%	2%	42%[activator]	15	?	6
CSc1ccccc1NC(=O)C1CC(c2c(F)cccc2Cl)=NO1 (stereo not given)	3%	-3%	2%	16	-24	-0.1%	-1%	11%	-16	18	0
CC1CCN(C(=O)NC(=O)c2ccccc2)CC1	-6%	25%	-6%	-3	4	-0.2%	-1%	/	12	0	/
O=C(NNc1c2ccccc2nc2ccccc12)C(O)c1ccccc1 (stereo not given)	-2%	-2%	16%	0	-27	-0.3%	-3%	/	-3	0	-7
O=C(CSc1nc(=O)n2ccccc2n1)NCCc1ccccc1	/	/	/	-1	-9	-0.3%	-4%	/	5	0	/
CC(OC(=O)c1cc(Br)ccc1O)C(=O)NC1(C#N)CCCCC1 (stereo not given)	/	/	/	-16	17	0.0%	-1%	/	13	29	/
CCCCc1cc(=O)oc2cc(OCc3cc(OC)c(OC)c(OC)c3)c(Cl)cc12	-1%	-5%	10%	?	-3	0.0%	1%	2%	5	3	1
COc1ccc(F)cc1S(=O)(=O)Nc1ccc2c(c1)OCCO2	-3%	2%	0%	-2	11	-0.4%	1%	-4%	6	2	-1
COC(=O)c1[nH]c2ccc(Cl)cc2c1NC(=O)CCN1CCN(C2CCCCC2)CC1	-2%	-1%	0%	-7	26	0.1%	0%	-14%	?	2	-2
Cc1cc(C)nc(SCc2cc(=O)c(OC(=O)c3cccc([N+](=O)[O-])c3)co2)n1	0%	12%	9%	4	2	-1.0%	1%	-3%	4	4	3
CN(C)S(=O)(=O)c1ccc(C(=O)Nc2ccc(CCC(=O)N3CCCC3)cc2)cc1	0%	0%	0%	-6	10	0.1%	1%	17%	9	5	-3
CCCCCCC(C)n1[nH]c(=O)c2c(C)cc(C)nc21 (stereo not given)	-1%	0%	1%	-7	3	0.9%	7%	/	12	12	-10
N#C/C(=N\Nc1ccc(S(=O)(=O)N2CCCCCC2)cc1)C(N)=S	-2%	-1%	-1%	2	13	-0.3%	-1%	?	10	-2	5
Cn1c2c(c(=O)n(C)c1=O)C(CC(=O)Nc1ccccc1F)C(=O)N2 (stereo not given)	3%	13%	-5%	11	-14	-0.6%	1%	/	27	-2	0
CCn1c(=O)cc(SCC(=O)N2CCN(Cc3ccc4c(c3)OCO4)CC2)c2ccccc21	2%	-9%	0%	3	5	0.5%	1%	-16%	7	-2	9
COc1ccccc1N1CCN(C2CCCN(C(=O)c3cc(C4CC4)on3)C2)CC1 (stereo not given)	-3%	10%	-1%	0	-29	0.3%	2%	-5%	-2	6	-2
CCCCOc1ccc(C(=O)O)cc1	0%	-2%	0%	-24	15	0.1%	0%	-7%	1	1	8
CCCc1ccc2oc(C(=O)NCCc3nc(C(=O)OCC)cs3)c(C)c2c1	2%	-10%	-1%	2	-10	0.4%	-8%	-8%	/	-5	0
COc1ccccc1N(CC(=O)NC1CCCCC1)C(=O)c1csnn1	-2%	-6%	-16%	4	-7	-0.9%	0%	12%	0	-1	2

A portion of the library; rates above refer to the full screens.
